Screens from PubChem.
KDM5B inhibitor – Primary screen for KDM5B Histone Demethylases FDH-coupled qHTS; hit rate 2.6% among 220,000; AID 1347165, 2019; KDM5B demethylase, FDH-coupled NADH fluorescence (FDH is formaldehyde dehydrogenase); Potency, µM (titrated, usually from 57.7 µM), for inactives: at the top dose activity change, negative = inhibition, usual class: inhibitors; Lysine-specific demethylase 5B (Homo sapiens), Q9UGL1; active = well fitted inhibition curve with a large enough effect; inconclusive = small, poorly fitted or top-dose-only effect; inactive = no such curve, though single readings can be large or run the other way; also: 0% is about no effect; nearly all actives have a fitted effect of over 70% in size
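Here, H3K4me3 peptide (12.5 µM in substrate mix) is demethylated by KDM5BΔAP, 200 nM final, after 10 min compound exposure. Formaldehyde product is coupled through FDH (0.25 U/mL in mix) to NADH fluorescence; 30-min ΔRFU feeds dose-response curves.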
An asterisk follows results filed as active; ? = inconclusive; & = joins results of further samples; [ ] = dose if it differs, or a comment. Potency is read from the fitted curve at half-maximal effect.

KDM5B inhibitor | canonical_smiles
1%[149 µM] | C#CCNC(=O)C1CCc2nnc(CNC(=O)NC(C)C)n21 (centres undefined)
16% | CC1=NOC(C(=O)N2CCCn3nc(C(=O)NCCN(C)C)cc3C2)C1 (centres undefined)
-6% | CCCCCCOc1ccc(/C=C(/C#N)C(=O)c2ccccc2)cc1
-2% | Cc1cnc(CCNC(=O)NC(C)(C)C)n1CC1CC1
23% | N#CC1(NC(=O)Cc2ccc(C(F)(F)F)cc2)CCC1
? | CC(C)(C)OC(=O)N1CCC(c2c(C(=O)NCc3ccccn3)cnn2-c2ccccc2)CC1
-12% | Cc1nccn1CCCC(=O)N[C@@H]1CCOC[C@H]1OCC(=O)O
? | CN1c2cc(C(=O)Nc3ccc(C(N)=O)cc3)ccc2C(=O)N2CCCCCC21 (centres undefined)
18% | CNC(=O)[C@@H]1CN(C(=O)Cc2ccc(OC)c(Cl)c2)C[C@H]1COC
12% | CC/C=C(/C)C(=O)Nc1ccc(SC)cc1
15% | CC(OC(=O)CCNC(=O)OC(C)(C)C)C(=O)c1ccccc1 (centres undefined)
? | Cc1ccccc1/C=C(/C#N)C(=O)c1sccc1C
14% | Cc1nn(CC(=O)NCc2cccnc2)c(C)c1[N+](=O)[O-]
9% | C=CCC1(Nc2c(CC)cccc2CC)CCCCC1
-2%[86.2 µM] | COCC(=O)N1CCn2c(nn(-c3ccc([N+](=O)[O-])cc3)c2=O)C1
? | Cc1ccc(-n2nc3c(N4CCC(C(=O)NCCc5ccccc5)CC4)nnc(C)c3c2C)cc1
-14%[86.2 µM] | COc1ccc(CN[C@H]2[C@H](O)[C@H](O)C[C@@H]2c2cccnc2)cc1
-15% | Cc1ccc(C)c(NS(=O)(=O)c2cc3c4c(c2)C(C)C(=O)N4CCC3)c1 (centres undefined)
-28%[86.2 µM] | O=C(N[C@H]1CO[C@H]2[C@@H]1OC[C@@H]2n1nnnc1-c1ccc2c(c1)OCO2)c1ccccc1
9% | CC1Cc2ccccc2N1S(=O)(=O)c1cccc(Br)c1 (centres undefined)
8% | O=C(COC(=O)c1cc([N+](=O)[O-])ccc1Cl)c1cc2ccccc2o1
? | CC(C)CCN1CCc2nc(C(C)C)nc(-c3ccc(Cl)cc3)c2CC1
2% | COc1ccc2nc(SCC(=O)Nc3ccc4[nH]c(=O)[nH]c4c3)[nH]c2c1
-9% | Cc1ccc(CNC(=O)C2CCC(CNS(=O)(=O)c3ccc4c(c3)CCCC(=O)N4)CC2)cc1 (centres undefined)
18% | NC(=O)c1cccc(Oc2ccc([N+](=O)[O-])c3cnccc23)c1
-3% | COc1ccc2nc(SCc3nc(-c4cccc(Cl)c4)no3)[nH]c2c1
-1% | COC(=O)C1CN(C(=O)C(C)Oc2ccc(C(C)C)cc2)c2ccccc2O1 (centres undefined)
25µM* | OCC1(Cc2ccccc2F)CCCN(c2nccc(C(F)(F)F)n2)C1 (centres undefined)
11% | Cc1c(Cl)cccc1NC(=O)c1nn(Cc2ccccc2)c(=O)c2ccccc12
4%[86.2 µM] | O=C(NCC1CC1)c1cnc2n1CCN(CCc1ccccc1)CC2

Pulled one by one from the entries so far (6):
KDM5B inhibitor | canonical_smiles
8% | O=C(COC(=O)c1cc([N+](=O)[O-])ccc1Cl)c1cc2ccccc2o1
2% | COc1ccc2nc(SCC(=O)Nc3ccc4[nH]c(=O)[nH]c4c3)[nH]c2c1
? | CC(C)CCN1CCc2nc(C(C)C)nc(-c3ccc(Cl)cc3)c2CC1
25µM* | OCC1(Cc2ccccc2F)CCCN(c2nccc(C(F)(F)F)n2)C1 (centres undefined)
18% | NC(=O)c1cccc(Oc2ccc([N+](=O)[O-])c3cnccc23)c1
11% | Cc1c(Cl)cccc1NC(=O)c1nn(Cc2ccccc2)c(=O)c2ccccc12

Other compounds
KDM5B inhibitor | canonical_smiles
-28% | O=C(CC(c1cccc(F)c1)n1cccc1)Nc1ccc2c(c1)OCO2 (centres undefined)
10% | CC(C)C(NC(=O)c1nn(C)c(=O)c2ccccc12)c1ccc2c(c1)OCCCO2 (centres undefined)
-22%[86.2 µM] | Clc1cccc(-c2cnc([C@@H]3COCCN3C3CCCCC3)[nH]2)c1
? | CCOC(=O)C1CCN(c2nc3c(S(=O)(=O)c4ccccc4)nnn3c3ccsc23)CC1
-10% | CCNc1cc(N2CCC(CCC(=O)N(CC)CC)CC2)ncn1
-12% | Cc1c(C#N)c(O)n(CCO)c(=O)c1N=Nc1ccc2c(c1)COC2=O
-8% | Cc1sc2ncnc(N3CCC(C(=O)N(C)CC(=O)Nc4ccccc4Cl)CC3)c2c1C
3% | Cn1nc2n(c1=O)CCC(NC(=O)c1cc(C3CC3)[nH]n1)CC2 (centres undefined)
3% | CCSc1nnc(-c2nn(C)c3c2CN(S(=O)(=O)c2ccc4c(c2)CCC4)CC3)n1C
7% | Cn1c(=O)[nH]c(=O)c2c1nc(NCc1ccco1)n2Cc1ccc(F)cc1
7%[115 µM] | O=C(O)CCC(=O)N1CCC2(Cc3ccccc3N(C(=O)C3CCCC3)C2)C1 (centres undefined)
? | CCN(c1ccccc1)S(=O)(=O)c1ccc(NC(=O)c2nc(SC(C)C)ncc2Cl)cc1
-19% | COC(=O)C1=C(C)N=C2SC=C(CC(=O)NCc3ccccc3)N2C1c1cccc(F)c1 (centres undefined)
0% | Cc1ccccc1Oc1ncccc1CNC(=O)CCc1c(C)nn(C)c1C
-14%[86.2 µM] | COCC(=O)N1CCN(C(=O)C2CCCCC2)[C@@H](C(=O)OC)C1
27% | O=C(Cc1ccc(Cl)cc1Cl)N1CCN(S(=O)(=O)N2CCCC2)CC1
-13% | Cc1ccc2c(C)nc(NC3=NC(C(=O)Nc4ccc(Br)cc4)CC(=O)N3)nc2c1 (centres undefined)
7% | O=C1CC(C(=O)Nc2ccccc2)n2nc(SCc3ccccc3)nc2N1 (centres undefined)
-3%[149 µM] | COc1ccc(C2(C(=O)NCc3ccsc3)CCOCC2)cc1
8% | Cc1ccc(CN(C(=O)c2ccco2)C2CCS(=O)(=O)C2)cc1 (centres undefined)
-2% | COc1ccccc1NC(=O)N1CCc2cc(OC)c(OC)cc2C1CNC(=O)NC(C)(C)C (centres undefined)
-16% | Cc1noc(C)c1[S+](=O)([O-])N1CCCC2(CC(Cc3ccccc3)=NO2)C1 (centres undefined)
? | COc1ccccc1CNC(=O)Cc1c(C)c2ccc(OC)c(C)c2oc1=O
35% | CCOc1ccc(S(=O)(=O)N2CCCC(C(=O)N3CCOCC3)C2)cc1 (centres undefined)
-23% | CCOCC(=O)N1CCCC(c2nc(-c3ccccc3)no2)CCNC(=O)CC1 (centres undefined)
1% | O=C1CCCC2=C1C(c1ccsc1)CC(=O)N2c1ccc(F)cc1 (centres undefined)
1% | CC1CCN(Cc2nc3c(Br)cc(Br)cc3c(=O)[nH]2)CC1
14% | CC1CCC2(CC1)NC(=O)N(CC(=O)Nc1ccc(Cl)cc1C(F)(F)F)C2=O (centres undefined)
? | CCCC(=O)N1CCc2cc(OC)c(OC)cc2C1COc1ccc2c(C)cc(=O)oc2c1 (centres undefined)
-14% | O=C(c1ccccc1)c1ccc(Sc2ccc([N+](=O)[O-])cc2)cc1
32µM* | COc1ccc(F)cc1Nc1cnc2ccc(N(C)Cc3cccnc3)nn12
-8% | CCNC(=O)N1CCCN(C(=O)C2CC2)C(c2ccccc2)CC(=O)NCC1 (centres undefined)
? | CNC(=O)[C@@H]1C[C@@H](n2cc(CNC(=O)Nc3cccc(Cl)c3C)nn2)CN1
-19%[86.2 µM] | CN(C)c1cccc(-c2nccc3c(=O)cc(-c4cn[nH]c4)oc23)c1
28% | Cc1nc(C(=O)N2C[C@@H](COCC3CC3)[C@H](c3ccccn3)C2)co1
-7% | CON(C)S(=O)(=O)c1cccc(C(=O)Nc2cccc(S(=O)(=O)NC3=NCCCCC3)c2)c1
? | COc1ccc(C2=CC(c3ccccc3Cl)n3nc(-c4ccc(Cl)cc4)nc3N2)cc1 (centres undefined)
9% | O=C(NCC1CC1)C1CCc2ncc(-c3ccc(F)cc3)n2C1 (centres undefined)
-6% | CN(CCOc1ccc(Br)cc1)C(=O)CNC(=O)c1ccc2ccccc2c1
19% | CCc1cc(=O)oc2c(C)c(OCC(=O)NCc3ccccn3)ccc12

2 successive compounds out of the list so far:
KDM5B inhibitor | canonical_smiles
-6% | CN(CCOc1ccc(Br)cc1)C(=O)CNC(=O)c1ccc2ccccc2c1
19% | CCc1cc(=O)oc2c(C)c(OCC(=O)NCc3ccccn3)ccc12

Continuation.
KDM5B inhibitor | canonical_smiles
6% | Cc1cnc(CC2CCCN(C(=O)N(C)C)C2)n1C(C)C (centres undefined)
-34%[86.2 µM] | COCCN1C[C@H]2CN(Cc3ccc(C(=O)O)cc3)CCN2C1=O
-12% | C[C@@H]1CN(C(=O)Cn2ncc(N3CCc4ccccc4C3)cc2=O)C[C@H](C)O1
11% | CCN1CCC(NC(=O)c2ccc(S(=O)(=O)Nc3ccccc3)cc2)CC1
29% | Cc1ccccc1NC(=O)N1CCC(CCNC(=O)c2ccc3nc[nH]c3c2)CC1
-6% | Cc1ccc(C(=O)N2CC(c3nnc(-c4ccncc4)o3)C3(CCOCC3)C2)cc1F (centres undefined)
11% | CCCCCCCCCCCCNC(=O)c1cccs1
-5% | C/C=C/Cn1c(SCC(=O)Nc2ccccc2)nc2c1c(=O)[nH]c(=O)n2C
-13% | Cc1ccc(NC(=O)CSc2cn(CC(=O)N3CCCCCC3)c3ccccc23)cc1
? | O=C(Cc1ccccn1)N1CCN(c2nc3ncccc3o2)CC1
13%&24% | COc1ccc(CN(C(=O)c2cc(=O)c3cc(C)cc(C)c3o2)C2CCS(=O)(=O)C2)cc1 (centres undefined)
7% | O=C(NCC1CCCO1)c1ccc(CN2C(=O)NC3(CCOCC3)C2=O)cc1 (centres undefined)
27% | N#Cc1ccc(C(=O)N[C@H]2CCOC[C@H]2C2CCOCC2)cn1
? | COc1ccc2c(CNc3ccccc3)cc(=O)oc2c1
-14% | Cc1ccc(NC(=O)[C@H]2CCC[C@H]2NC(=O)c2cnc(C)cn2)cc1
0% | COc1cccc(CCC(=O)N2[C@@H]3CC[C@H]2CC(NC(=O)c2ccc(F)cc2)C3)c1 (some centres undefined)
-1% | Cc1cnc(C2CCN(C(=O)NCC(C)C)C2)n1C(C)C (centres undefined)
15% | O=C(c1nc(-c2cccnc2)no1)N1CCN(c2ccc(Cl)cc2)CC1
3% | O=C(O)CSc1ccc(F)c(F)c1
? | O=C(O)c1cc(N=Cc2c(O)c3ccccc3oc2=O)ccc1O

5 structures from above, sorted by formula weight, ascending.
KDM5B inhibitor | canonical_smiles
-14% | O=C(c1ccccc1)c1ccc(Sc2ccc([N+](=O)[O-])cc2)cc1
-22%[86.2 µM] | Clc1cccc(-c2cnc([C@@H]3COCCN3C3CCCCC3)[nH]2)c1
-28% | O=C(CC(c1cccc(F)c1)n1cccc1)Nc1ccc2c(c1)OCO2 (centres undefined)
? | CC(C)CCN1CCc2nc(C(C)C)nc(-c3ccc(Cl)cc3)c2CC1
11% | Cc1c(Cl)cccc1NC(=O)c1nn(Cc2ccccc2)c(=O)c2ccccc12

(list continues)
KDM5B inhibitor | canonical_smiles
0% | O=C(Nc1ccc(F)cc1)Nc1nnc(SCC(=O)N2CCCCC2)s1
-13% | CCn1cc(C(=O)NCc2ccc(Cl)cc2)c(=O)c2cc(S(=O)(=O)N3CCc4ccccc4C3)ccc21
-13% | CCN(CC)C(=O)N1CC(Oc2ccc(-c3noc(COC)n3)cc2)C1
-5%[86.2 µM] | COCCN1C(=O)CO[C@H]2CN(CCCc3ccccc3)C[C@H]21
? | CN1CC(=O)N(C2CCCNC2)Cc2c(NC3CCCCC3)ncnc21 (centres undefined)
-14% | O=C(NNC(=S)NCCc1ccccc1)c1ccccc1
14% | CCCN(CC#N)CC(=O)NC(=O)Nc1ccccc1
1% | Cc1cc(C)c2c(=O)cc(C(=O)N3CCC(Cc4ccccc4)CC3)oc2c1
34% | Cc1cccc(CN2CCN(Cn3nc(C)c4ccccc4c3=O)CC2)c1

Molecules above containing a tert-butyl group, in the order listed:
KDM5B inhibitor | canonical_smiles
-2% | Cc1cnc(CCNC(=O)NC(C)(C)C)n1CC1CC1
? | CC(C)(C)OC(=O)N1CCC(c2c(C(=O)NCc3ccccn3)cnn2-c2ccccc2)CC1
15% | CC(OC(=O)CCNC(=O)OC(C)(C)C)C(=O)c1ccccc1 (centres undefined)
-2% | COc1ccccc1NC(=O)N1CCc2cc(OC)c(OC)cc2C1CNC(=O)NC(C)(C)C (centres undefined)

These rows are one share of the data; rates above refer to the full screens.
